# Tau fluor counter: counter-screen for tau fibril formation inhibitors. tau K18 P301L Alexa594 fluorescence, heparin fibrillization. Potency, µM (series often up to 57.7 µM), for inactives: at the highest dose activity change, negative = decrease. 280,000 tested, 0.93% active. AID 1463; note: % is set by controls: 0 for no effect and ±100 for the full control effect; nearly all actives have a fitted effect of over 55% in size
#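 Human K18 P301L tau (15 uM unlabeled plus 0.24 uM Alexa 594-labeled, final) in 100 mM sodium acetate pH 7 was mixed with compound and 20 uM heparin and incubated 6 hr at 37 C.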
# JMJD2E inh: JMJD2E (human) inhibition; Potency, µM (highest dose often 57.1 µM), for inactives: at the top dose activity change, negative = inhibition, most hits filed as inhibitors; JMJD2E catalytic domain, FDH-coupled NADH fluorescence (FDH is formaldehyde dehydrogenase); 230,000 tested, 1.6% active; B2RXH2; active = well fitted inhibition curve with a large enough effect, not every such curve was filed as active; inconclusive = small, poorly fitted or top-dose-only effect, or another doubt; inactive = no such curve, though single readings can be large or run the other way;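 note: 0% = wells with enzyme and -100% = buffer wells without enzyme; nearly all actives have a fitted effect of over 50% in size; many of its hits are not listed in these tables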
# Target sequence (B2RXH2 1-337 limits assumed): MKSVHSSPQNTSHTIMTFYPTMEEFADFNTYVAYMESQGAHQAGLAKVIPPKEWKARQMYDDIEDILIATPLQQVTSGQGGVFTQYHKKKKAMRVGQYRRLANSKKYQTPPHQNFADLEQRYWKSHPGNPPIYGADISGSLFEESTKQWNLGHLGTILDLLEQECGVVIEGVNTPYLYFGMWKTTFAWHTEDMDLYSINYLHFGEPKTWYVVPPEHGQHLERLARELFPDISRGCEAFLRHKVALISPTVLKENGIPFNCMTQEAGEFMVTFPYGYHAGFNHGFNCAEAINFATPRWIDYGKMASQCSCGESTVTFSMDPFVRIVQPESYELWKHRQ
# SMN2 splice up: enhancers of SMN2 splice variant expression. HEK293 SMN2-luciferase splicing reporter, luminescence, 30-36 h. Potency, µM (top dose mostly 46.1 µM), without a hit: top-dose activity change, positive = activation, usual class: activators. 210,000 tested, 2.8% active; note: % of control where 0% means no effect; nearly all actives have a fitted effect of over 55% in size
#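 HEK293 cells carry an SMN2 […]–luciferase reporter in which exon 7 inclusion puts luciferase in frame. Cells were plated 10-12 h before compound addition, then incubated 30-36 h at 37C. ONE-Glo luminescence was read; sodium butyrate at 4.5 mM final served as control.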
# Tau FP inhib: tau fibrillization inhibition (FP) | 280,000 tested, 0.39% active | Potency, µM (highest dose often 57.7 µM), for inactives: at the highest dose activity, negative = inhibition, most hits filed as inhibitors | K18 P301L tau heparin fibrillization, Alexa594 FP, 6 h | AID 1468 | P10636; note: % is set by controls: 0 for no effect and ±100 for the full control effect; nearly all actives have a fitted effect of over 55% in size
# Target sequence (P10636 561-689 P618L limits assumed): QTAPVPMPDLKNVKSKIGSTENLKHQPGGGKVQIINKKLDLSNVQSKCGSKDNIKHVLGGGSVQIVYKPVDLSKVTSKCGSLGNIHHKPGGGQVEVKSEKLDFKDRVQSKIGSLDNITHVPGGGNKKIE
#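 Heparin (20 uM) drove fibril formation of recombinant tau K18 P301L, 15 uM unlabeled with 0.24 uM Alexa 594 label, for 6 hr at 37 C in 100 mM sodium acetate pH 7. Fluorescence polarization (555/632 nm) read 1 hr after 30 uM ThT.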
# HTT aggregate: inhibitors of mutant huntingtin aggregate formation in PC12 cells; PC12 HttQ103-GFP aggregates, Acumen cytometry, 40 h; AID 1688; Potency, µM (series often up to 46.1 µM), inactives show at the top dose activity change, negative = inhibition, usual class: inhibitors; 220,000 tested, 1.1% active; note: % is set by controls: 0 for no effect and ±100 for the full control effect; nearly all actives have a fitted effect of over 60% in size
#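 Inducible Q103 Huntingtin exon 1–GFP PC12 line, 1500 cells/well in phenol red free DMEM with 5% equine and 5% calf serum. Tebufenozide 100 nM induced expression; compounds titrated; aggregates quantified by cytometry.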
# ALDH1A1 inh: inhibitors of human aldehyde dehydrogenase 1A1; AID 1030; Potency, µM (titrated, usually from 75.3 µM), inactives show at the top dose activity, negative = inhibition, most hits filed as inhibitors; Purified ALDH1A1, NADH fluorescence, propionaldehyde substrate; P00352; 220,000 tested, 7.3% active; active = well fitted inhibition curve with a large enough effect, not every such curve was filed as active; inconclusive = small, poorly fitted or top-dose-only effect, or another doubt; inactive = no such curve, though single readings can be large or run the other way;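 note: plate controls were no enzyme wells and a reference inhibitor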
# Target sequence (P00352 whole entry, looked up): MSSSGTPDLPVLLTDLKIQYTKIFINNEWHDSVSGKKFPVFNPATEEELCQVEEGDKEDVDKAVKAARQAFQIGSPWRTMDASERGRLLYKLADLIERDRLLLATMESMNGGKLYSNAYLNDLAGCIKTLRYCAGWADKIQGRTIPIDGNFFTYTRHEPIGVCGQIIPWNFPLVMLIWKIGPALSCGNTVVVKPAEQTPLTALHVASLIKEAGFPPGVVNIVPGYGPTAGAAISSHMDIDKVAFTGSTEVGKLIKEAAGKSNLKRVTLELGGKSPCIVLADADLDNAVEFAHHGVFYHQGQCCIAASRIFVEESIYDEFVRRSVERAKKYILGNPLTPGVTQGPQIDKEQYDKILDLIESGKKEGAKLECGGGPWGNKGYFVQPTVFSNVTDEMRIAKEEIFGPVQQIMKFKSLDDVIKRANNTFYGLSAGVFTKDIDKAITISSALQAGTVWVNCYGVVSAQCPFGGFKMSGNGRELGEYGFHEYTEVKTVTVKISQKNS
# Tau fibril ThT: inhibitors of human tau fibril formation, thioflavin T binding. P10636. recombinant tau K18 P301L (four-repeat tau fragment), heparin-induced fibrillization, ThT fluorescence. Potency, µM (top dose mostly 57.4 µM), inactives show at the highest dose activity, negative = inhibition, most hits filed as inhibitors. 270,000 tested, 2.1% active. AID 1460; note: % is set by controls: 0 for no effect and ±100 for the full control effect; nearly all actives have a fitted effect of over 55% in size
#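 In this qHTS, human K18 P301L tau is incubated with compound and heparin for 6 hr at 37 C, and Thioflavin T fluorescence then reports fibril load.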
# HTT ATP protect: cytoprotection in Huntington HTT-Q103 PC12 cell model. 230,000 tested, 0.14% active. PC12 HTT-Q103 induced, cytoprotection, ATP luminescence, 40 h. Potency, µM (series often up to 56.4 µM), without a hit: cytoprotection (ATP increase), actives largely listed as activators;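 note: % of control where 0% means no effect; nearly all actives have a fitted effect of over 45% in size; toxic huntingtin expression switched on by the ecdysone agonist tebufenozide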
#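 Compounds added alongside 100 nM tebufenozide, which induces toxic Q103 huntingtin exon 1-GFP in stable PC12 cells; surviving cells quantified by luminescent ATP measurement. Medium: phenol red-free DMEM, 5% equine and 5% calf serum.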
# Active calls of the source: *; ? = inconclusive; nt = not tested or not shown; & = joins results of further samples; [ ] = remark or other dose. Unless noted, calls come from the whole dose curve; as a rule, active = well fitted curve in the direction sought with a large enough effect; inconclusive = small, poorly fitted or top-dose-only effect, or another doubt; inactive = no such curve, though single readings can be large; an effect the other way counts as inactive or inconclusive. Potency is the fitted concentration of half-maximal effect. Only part of the results is shown, so the mix of outcomes need not match the whole.
# Each structure is followed by: Tau fluor counter	JMJD2E inh	SMN2 splice up	Tau FP inhib	HTT aggregate	ALDH1A1 inh	Tau fibril ThT	HTT ATP protect
- O=C(Nc1ccc(N2CCN(c3ccc(C(F)(F)F)cn3)CC2)nc1)c1cccs1
  ?	?	nt	-3%	-2%[9.22 µM]	-3%	?	5%[10 µM]
- O=C1CC(=C2c3ccccc3-c3ccccc32)C(=O)N1CCCCN1CCN(c2ccccc2)CC1
  -22%	9%	-24%	-4%	-6%	-4%	?	5%[1.9 µM]
- CCOC(=O)N1CCN(C(=O)C(CC(C)C)NC(=O)C2CCCCC2)CC1 (stereo not given)
  5%	18%	7%	3%	-22%	13%	1%	13%
- O=c1[nH]c2ccccc2n1Cc1ccccc1
  9%	13%	-1%	9%	-5%	12%	-7%	-8%[10 µM]
- COc1ccc(C2C(C(=O)c3sc(C)nc3C)=C(O)C(=O)N2CCCn2ccnc2)cc1OC (stereo not given)
  -9%	-3%	-12%	-7%	12%	0%	-16%	-4%
- CCN(CC)c1c([N+](=O)[O-])c(=O)n(C)c2ccccc12
  -10%	-2%	-18%	-6%	-24%	4%	-14%	-43%[inhibitor]
- CC(NC(=O)Cc1ccc(-c2ccccc2)cc1)c1ccccc1 (stereo not given)
  -9%	1%	-2%	-13%	-25%	11µM*	?	-26%
- O=c1ccc(NS(=O)(=O)c2ccccc2Cl)cn1Cc1ccc(Cl)c(Cl)c1
  -15%	-11%	-12%	8%	-15%	?	-10%	-23%
- CCn1c(C)cc(/C=C2/NC(=O)N(Cc3ccccc3F)C2=O)c1C
  -28%	?	-26%	-10%	7%	1.8µM*	?	nt
- CCOC(=O)c1cccc(P(C)(C)=O)c1
  -1%	15%	nt	5%	-17%	12%	6%	-6%[10 µM]
- COc1ccc(N2CCC(CNC(=S)Nc3cccc(C)c3)C2)cc1 (stereo not given)
  14µM*[quencher]	?	-6%[1.84 µM]	10%	-3%	25µM*	?	36%[10 µM]
- O=C(Nc1ccccc1)C1Cc2ccccc2CN1C(=O)c1ccco1 (stereo not given)
  -15%	1%	14%	-8%	-1%	2%	-22%	-11%
- O=C(O)c1cc(-c2ccco2)[nH]n1
  1%	-7%	4%	-2%	-7%	-16%	?	-12%[10 µM]
- O=C(Nc1nnc(-c2ccccc2)o1)c1cccc(N2C(=O)CCC2=O)c1
  -1%	-17%	-4%	8%	17%	5%	-6%	18%[10 µM]
- COc1cc(C(=O)NNC(=S)NC(=O)c2ccc(Cl)cc2)cc(OC)c1OC
  -1%	-2%	-66%[inhibitor]	8%	5%	19%	-1%	nt
- Cc1cc(NC(=O)c2cc(-c3ccccc3)on2)no1
  -6%	6%	-2%	-8%	20%	1%	5%	-4%
- CC(=O)Nc1ccc(NC(=O)CCC(=O)OCC(=O)c2ccc(C)c([N+](=O)[O-])c2)cc1
  -6%	1%	nt	-1%	21%	?	0%	-36%[inhibitor]
- CCC(C)OC(=O)C1=C(C)O[C@]23OC(N)=C(C#N)[C@]12C(=O)c1ccccc13 (stereo not given in full)
  -8%	0%	5%	2%	-14%	?	-7%	-9%[10 µM]
- Cc1ccc(NC(=O)C2CCCN2S(=O)(=O)c2cccc3nsnc23)c(C)c1 (stereo not given)
  -9%	nt	-7%	-1%	nt	nt	-2%	nt
- CSc1ncccc1C(=O)Nc1nc2ccc(F)cc2s1
  -26%	?	-21%	?	?	-6%	?	-24%
- CC(=O)c1ccc(NC(=S)NCCCN2CCOCC2)cc1
  -12%	4%	17%	1%	-15%	-10%	-6%	-32%
- CC(C)CCNC(=O)C1CCCN(S(=O)(=O)c2ccc(F)cc2)C1 (stereo not given)
  -1%	0%	4%	3%	-4%	6%	5%	-8%
- Cc1cc([N+](=O)[O-])nn1CCCC(=O)Nc1c(C)n(C)n(-c2ccccc2)c1=O
  4%	7%	22%	2%	?	-15%	2%	-11%
- Cc1cccc(OCCCn2ccnc2)c1
  5%	-4%	-8%	1%	-8%	6%	1%	-7%
- CCc1ccc(NC(=O)C(NS(=O)(=O)c2cccc3nsnc23)c2ccccc2)cc1 (stereo not given)
  ?	0%	0%&-22%	-4%&6%	-3%	-2%	2%&-10%	nt
- C/C(N)=C(/C#N)C(=O)CSc1nnc(C)n1-c1ccccc1
  -8%	-1%	5%	5%	0%	9%	0%	-7%
- N#Cc1c(-n2ccnc2)cccc1-n1ccnc1
  0%	2%	-9%	-3%	3%	4%	4%	-6%
- COc1ccc(C(=O)Nn2cnc3scc(-c4cccs4)c3c2=O)c(O)c1
  -6%	-4%	13µM*	-2%	1%	1%	-15%	-13%
- COc1ccccc1[C@@H]1C(c2cccc(C)c2)=NN(c2ccc(Br)cc2)[C@H]1C(=O)N1CCOC1=O
  ?	nt	nt	6%	nt	?	?	-20%[40.3 µM]
- COc1ccc(Br)cc1C(=O)Nc1nnn(C)n1
  -15%	-1%	7%	-4%	15%	0%	-15%	-22%[0.074 µM]
- CCn1c(NCCc2ccc(OC)c(OC)c2)nc2c1c(=O)n(C)c(=O)n2C
  -1%	9%	-87%[inhibitor]	4%	-18%	13%	-4%	1%
- CCOC(=O)c1ccc(NCc2nc3ccccc3n2C)cc1
  -19%	-24%	nt	-8%	-5%	-3%	-15%	-33%
- CCOC(=O)c1cc(C#N)c(SCc2ccc(C#N)cc2)nc1C
  -15%	-6%	-45%[inhibitor]	8%	-6%	-3%	-9%	23%
- CCCCCSc1nnc(N)s1
  -5%	7%	nt	0%	-9%[9.22 µM]	nt	nt	9%[10 µM]
- COc1ccc(-n2cnc3scc(-c4ccccc4)c3c2=O)cc1
  6%	2%	-26%	5%	18%	10%	9%	-3%[10 µM]
- Cc1c(C(=O)NCC2CCCO2)oc2ccc3c(c12)C(=O)CC(C)(C)O3 (stereo not given)
  -7%	3%	nt	-1%	-6%	10%	?	13%
- CC(C)CCNC(=O)C12CN(Cc3ccccc3)CC1C(c1cccc([N+](=O)[O-])c1)=NO2 (stereo not given)
  -18%	1%	-14%	1%	-27%	-15%	-13%	-9%
- COc1ccccc1C(=O)N/C(=C/c1ccc(Br)cc1)C(=O)N1CCCC1
  -10%	-4%	15%	-8%	-9%	?	-9%	-57%[inhibitor]
- O=C(CN1C(=O)/C(=C/c2ccccc2)SC1=S)NNC(=O)c1ccccc1O
  -25%	?	5%	?	-8%	-3%	?	-3%
- CCc1ccc(NC(=O)C(CC)c2ccccc2)cc1 (stereo not given)
  -6%	-2%	-1%	-2%	-4%	3%	6%	-17%[10 µM]
- Cc1cccc(C)c1NC(=O)CSc1nc(-c2ccco2)cc(C(F)(F)F)n1
  -3%	-4%	-7%	-6%	-13%	2%	-5%	16%[10 µM]
- C=CCn1c(=S)[nH]c2sc3c(c2c1=O)CCC3
  -2%	13%	1%	-2%	-9%	11µM*	2%	-9%[10 µM]
- O=C(CSc1nc(-c2ccccc2)cc(C(F)(F)F)n1)c1cccc([N+](=O)[O-])c1
  ?	3%	-3%	-6%	15%	4%	-3%	-11%[10 µM]
- CCOC(=O)N1c2ccccc2C=CC1OCC (stereo not given)
  -4%	-5%	-42%[inhibitor]	-8%	-6%	2%	-7%	nt
- C[C@@H]1CC=C[C@H]2[C@H]1C(=O)N(Cc1ccccc1)[C@H]2c1ccc(C(F)(F)F)cc1
  -4%	6%	nt	2%	?	nt	-9%	-25%[10 µM]
- COc1cc(/C=C2\C(=O)N(c3ccccc3)N=C2C)ccc1Oc1ccc([N+](=O)[O-])cc1[N+](=O)[O-]
  ?	?	-18%	-10%	11%	?	?	34%[10 µM]
- Cc1c(NC(=O)c2ccc(N3C(=O)C4C5C=CC(C5)C4C3=O)cc2)c(=O)n(-c2ccccc2)n1C (stereo not given)
  -16%	4%	nt	-9%	26%	-4%	?	-9%
- Cc1ccc2c(CC(=O)Nc3c(C(=O)c4ccc(F)cc4)oc4ccccc34)coc2c1
  -25%	nt	0%	-19%	nt	nt	-2%	nt
- COc1cc(C(=O)N2CCC(NC(=O)C(Cc3ccccc3)NC(C)=O)CC2)cc(OC)c1OC (stereo not given)
  -11%	-3%	22%	-4%	9%	-7%	-7%	10%
- CCOC(=O)N1CCN(C(=O)CCC(=O)N2CCOc3ccc(C)cc32)CC1
  -22%	-4%	nt	3%	?	25µM*	?	-28%
- O=C(Cc1c(O)c2ccccc2[nH]c1=O)N(Cc1ccccc1)Cc1ccccc1
  -14%	-17%	-3%	2%	8%	?	-22%	-24%
- O=C(Nc1c[nH]c(=O)[nH]c1=O)c1ccc([N+](=O)[O-])cc1
  5%	12%	6%	5%	7%	-7%	-1%	nt
- CCOC(=O)C1CCN(C(=S)Nc2ccc(C)cc2)CC1
  -4%	2%	-11%	-5%	10%	4%	-8%	1%
- CCCC(=Nc1ccccc1)C1=C(O)C(C(=O)OC)C(C)(C)CC1=O (stereo not given)
  5%	1%	17%	0%	5%[9.22 µM]	?	-15%	-5%
- O=C(NC1CCS(=O)(=O)C1)c1cccc(S(=O)(=O)N2CCCCCC2)c1 (stereo not given)
  -5%	-4%	nt	-3%	-4%	?	-3%	-20%
- COc1ccc(NS(=O)(=O)c2cc(NC(=O)CC3CCCC3)ccc2N2CCOCC2)cc1
  ?	?	-14%	-2%	-29%	3.2µM*	-14%	-77%[inhibitor]

# Among those listed so far, 3 contain bromine.
# Each structure is followed by: Tau fluor counter	JMJD2E inh	SMN2 splice up	Tau FP inhib	HTT aggregate	ALDH1A1 inh	Tau fibril ThT	HTT ATP protect
- COc1ccccc1[C@@H]1C(c2cccc(C)c2)=NN(c2ccc(Br)cc2)[C@H]1C(=O)N1CCOC1=O
  ?	nt	nt	6%	nt	?	?	-20%[40.3 µM]
- COc1ccc(Br)cc1C(=O)Nc1nnn(C)n1
  -15%	-1%	7%	-4%	15%	0%	-15%	-22%[0.074 µM]
- COc1ccccc1C(=O)N/C(=C/c1ccc(Br)cc1)C(=O)N1CCCC1
  -10%	-4%	15%	-8%	-9%	?	-9%	-57%[inhibitor]

# Source: PubChem
